# Ins promoter up: MIN6 insulin promoter up-regulation; MIN6 insulin promoter-GFP reporter, high-content imaging; stronger effect = higher value; AID 1625; z-score at 5 µM; hit rate 0.3% among 190,000;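 active means z-score above 3 at 5 µM with at least 500 cells counted in the well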
# MT stabilizer: stabilizes microtubules in HeLa cells; HeLa tubulin immunostaining HCS, 24 h; share of cells brighter than vehicle mean+2SD; % tubulin-high responders, % at 10 µM; hit rate 0.83% among 200,000;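 active means plate Z-score above 3 for both tubulin-high and condensed-nucleus cell shares, with cell loss under 80%, at 10 µM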;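 further: anti alpha tubulin signal scored within the nucleus-defined area of each cell; some results filed as inactive read as strong as hits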
# NOD2 inhibition: NOD2 signaling inhibitors, cell-based, luminescence, uHTS, HEK293 (AID 1566) | HEK293 NOD2/NF-kB luciferase reporter, luminescence; higher % means a stronger effect | inhibition, % at 4 µM, or EC50 in µM where a hit was titrated | hit rate 0.63% among 290,000; in the data active means inhibition above about 50%; further: many of its hits are not listed in these tables
# WT yeast gro inh: growth inhibition of WT yeast, mitochondrial fusion screen. inhibition, % at 10 µM. hit rate 2.1% among 190,000. mitochondrial fusion phenotypic screen, WT strain. AID 1362; in the data active means inhibition above about 58%; tested in S. cerevisiae
# Hep lipid drop: modulators of hepatic lipid droplet formation | AML12 mouse hepatocytes, oleate lipid droplets, BODIPY imaging | inhibition, % at 6.5 µM | hit rate 0.4% among 240,000 | AID 1656;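 active means lipid droplet intensity inhibited by at least 50%, with more than 500 cells counted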
#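 System: AML12 hepatocytes (mouse). Probe or stimulus: oleic acid at 100 µM to induce lipid droplet formation. Times: overnight treatment with compound plus oleate. Detection: Image-based BODIPY and DAPI two-channel analysis. Evaluation: percent inhibition of filter-corrected integrated lipid droplet intensity per well.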
# b-catenin transl: beta-catenin nuclear translocation modulation; AID 1665; HeLa beta-catenin nuclear translocation, immunofluorescence imaging; hit rate 0.3% among 190,000; nuclear translocation activity, % at 5 µM;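 active means nuclear translocation activity above 50% at 5 µM, with a well cell count of 50 or more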;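 further: per-cell ratio of nuclear to cytoplasmic median beta-catenin stain intensity; plate controls were DMSO negative control for no effect and GSK-3 inhibitor IX positive control for full effect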
#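 System: Human HeLa cells, endogenous beta-catenin | Compound dosing: 5 µM primary, 0.02–20 µM confirmation | Timing: 24 h compound exposure at 37°C, 5% CO2 | Measured by: Fluorescence imaging of beta-catenin antibody stain plus DAPI | Read-out basis: % activation of per-cell nuclear versus cytoplasmic median beta-catenin signal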
# Yfh1-off respiration: enhancers of respiration in Yfh1-depleted yeast, dose response, Friedreich's ataxia, plus single-dose screen (AID 1465). S. cerevisiae Yfh1-off respiration, WST-1 reduction, 72 h; higher fold induction means a stronger effect. one-dose fold induction at 50 µM; EC50 in µM for titrated hits. hit rate 0.074% among 220,000;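 active means fold induction of absorbance versus untreated yeast above a set limit, then at least 30% activation at any dose in follow-up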;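 further: activators that raise dye reduction in frataxin-depleted yeast; strong numbers were not always called active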
# Autophagy HCS: alters autophagy in cells; MEF GFP-LC3 puncta imaging; test concentration mostly 10 µM; calls only at 10 µM (by protocol); hit rate 0.98% among 190,000; AID 463193;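 active means percentage of spot-positive cells more than 3 SD above its plate mean, without a fluorescence outlier flag or 80% toxicity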;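 further: spot-positive cell cutoff set from DMSO-treated cells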
# Dynein cargo inh: blocks dynein driven cargo transport along microtubules; 3617.4 mouse cells, GR-EGFP nuclear translocation imaging; test concentration mostly 20 µM; stimulated with dexamethasone, 1 µM; stronger effect = lower value; hit rate 0.47% among 220,000; AID 1381; z-score, hits read low;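 active means plate z-score of nuclear minus cytoplasmic receptor signal below a set negative limit, without overly bright fluorescence or cell loss, cut at about -3.5 in these data, passing the limit was not always enough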;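 further: z-score of nuclear minus cytoplasmic ring GR-EGFP intensity difference per well; some compounds called inactive have numbers as strong as hits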
#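 Buffer or medium: tet-free medium with charcoal-stripped serum / Also added: dexamethasone agonist, 1.0 µM final, for 30 min / Timing: induction 48 h, compound 1 h, agonist 30 min / Measured by: high-content fluorescence imaging after fixation / Read-out: nuclear-to-cytoplasmic GR-EGFP distribution per well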
# WT yeast gro inh mutant strain: further read-out of WT yeast gro inh, marked with its call; inhibition, %; mitochondrial fusion phenotypic screen, mutant strain inhibition
# Dynein cargo inh cytoplasmic EGFP: recorded beside Dynein cargo inh, whose call it bears; z-score; measured here: cytoplasmic GR-EGFP intensity; stronger effect = higher value
# Dynein cargo inh nuclear GR-EGFP: also measured in Dynein cargo inh; calls as there; z-score; measured here: nuclear GR-EGFP intensity;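 lower value marks the stronger effect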
# Dynein cargo inh cell count: further read-out of Dynein cargo inh, marked with its call; z-score; measured here: cell count per field
# Ins promoter up cell count: second read-out of Ins promoter up, no call of its own (marks repeat the call); cell count; measured here: cytotoxicity, nuclei count;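 total cells summed across four imaged fields per well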
# Hep lipid drop cells 6.5 µM: further read-out of Hep lipid drop, marked with its call; cell count; measured here: cell count, cytotoxicity flag;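 cells counted across two imaged fields per well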
# b-catenin transl cell count 5 µM: further read-out of b-catenin transl, marked with its call; cell count; measured here: cell count, cytotoxicity flag
# MT stabilizer Hoechst-high %: further read-out of MT stabilizer, marked with its call; % Hoechst-high responders; measured here: nuclear condensation Hoechst responders;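 share of cells brighter than vehicle mean plus two SD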
# MT stabilizer cytotoxicity %: second read-out of MT stabilizer, no call of its own (marks repeat the call); toxicity, %; measured here: cytotoxicity by cell density;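 0% = mean cell density of plate MIN control wells and 100% = no cells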
# Autophagy HCS cell loss 18 h: further read-out of Autophagy HCS, marked with its call; toxicity, %; measured here: cell loss, nuclei count;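 cell loss after 18 h compound exposure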
# * hit, by the source's call; i = inactive; x = not tested or not shown; + = active, no number. A portion of the library; count on the stated rates, not on these rows.
SMILES,Ins promoter up,Ins promoter up cell count,MT stabilizer,MT stabilizer Hoechst-high %,MT stabilizer cytotoxicity %,NOD2 inhibition,WT yeast gro inh,WT yeast gro inh mutant strain,Hep lipid drop,Hep lipid drop cells 6.5 µM,b-catenin transl,b-catenin transl cell count 5 µM,Yfh1-off respiration,Autophagy HCS,Autophagy HCS cell loss 18 h,Dynein cargo inh,Dynein cargo inh cytoplasmic EGFP,Dynein cargo inh nuclear GR-EGFP,Dynein cargo inh cell count
COc1cc(C2NC(=S)NC3=C2CCc2ccccc23)cc(OC)c1OC (stereo not drawn),0,1223,3.0,2.1,2.1,-4%,-4,11,-21,561,-0.5,1134,i,i,37,-0.52,-0.26,-0.11,0.55
Cc1sc(-n2c(C)cc(/C=C3\SC(=S)NC3=O)c2C)c(C#N)c1C,x,x,18,8.2,9.0,-39%,77*,51*,-8,664,80*,669*,i,i,12,-0.94,-0.12,0.042,0.13
O=C(NCc1cccc(Cl)c1)C1CCCO1 (stereo not drawn),-0.58,1569,3.6,1.4,14,5%,11,-2,19,667,-7.7,1184,i,i,-5,0.17,-0.2,0.79,-1
CC1CC(NC2=NCCS2)CC(C)(C)C1 (stereo not drawn),0.76,1358,x,x,x,9%,x,x,-20,708,1.0,1318,i,x,x,-0.36,-0.31,-0.21,0.87
COCCOC(=O)C1=C(C)OC(N)=C(C#N)C1c1cc2cccc(C)c2nc1Cl (stereo not drawn),-0.1,1454,3.9,1.3,7.1,8%,-5,-6,-10,660,-0.3,1504,i,i,-3,-2.2,0.088,-1.3,0.82
Cc1cccc(NC(=S)NC(=O)c2ccc(Br)o2)c1C,0.77,1597,4.0,2.0,25,-33%,21,27,22,747,-1.6,1144,i,i,13,-0.71,-0.32,0.012,0.45
N#Cc1c(-c2ccccc2)nc(-c2ccccc2)nc1N1CCOCC1,0.62,892,1.8,1.5,8.9,-3%,-8,-8,11,794,-1.7,1076,i,i,-5,-0.98,-0.39,-0.29,1.5
CC(C)CCC1(CCNC(C)c2cccs2)CCOC(C)(C)C1 (stereo not drawn),0.47,1012,x,x,x,-9%,x,x,0,634,-0.9,1256,i,x,x,0.31,-0.65,-0.15,-0.37
CCN1CCN(Cc2ccc(NC(=O)c3cc(NC(=O)c4cnnc5ccccc45)cc(OC)c3)cc2C(F)(F)F)CC1,0.07,948,x,x,x,25%,x,x,24,688,-1.9,1336,i,x,x,0.55,-0.64,0.42,-0.4
O=C(CSc1nnnn1Cc1ccccc1)NCC(=O)c1ccccc1,0.34,1205,3.4,1.4,5.3,4%,2,16,3,693,x,x,i,i,1,-0.31,-0.27,-0.83,1.1
CCC(Sc1ncccc1C(=O)O)C(=O)N1CCOCC1 (stereo not drawn),-0.31,1527,5.7,3.0,7.9,-5%,-15,-4,x,x,-0.6,1330,i,i,-10,-0.32,0.18,0.29,-0.81
CCOC(=O)C1=C(C)Nc2ccccc2N=C1NC(=O)/C=C/c1ccc(OC)cc1OC,-0.86,1534,2.7,2.4,6.6,-21%,1,0,18,666,-2.9,1081,i,i,-28,-0.65,-0.26,-0.13,0.24
CCC(C(=O)OCC(=O)Nc1cc(Cl)ccc1Cl)c1ccccc1 (stereo not drawn),-0.04,1521,5.9,1.9,13,5%,43,-1,-5,647,0.5,1134,i,i,20,0.85,-0.16,0.75,-0.68
C=CCn1c(C(C)(C)C)nc2ccccc21,0.39,1505,1.6,1.6,3.9,-2%,10,0,x,x,0.2,1493,i,i,11,0.1,-0.15,0.37,-0.33
CCc1cc(=O)oc2cc3oc(C)c(C)c3cc12,-0.19,1577,5.1,1.7,15,-3%,5,16,x,x,2.3,1307,i,i,11,-0.73,-0.51,-0.35,1.5
CCN(CC)S(=O)(=O)c1ccc(C(=O)NC(=S)N(CCC#N)Cc2cccnc2)cc1,-0.24,1272,2.8,2.9,3.2,3%,-12,5,-6,655,-0.7,1029,i,i,4,-0.63,-0.32,0.18,-0.3
Cn1cc2cc(NC(N)=S)ccc2n1,0.14,1422,2.3,1.5,5.4,-6%,4,4,16,697,0.9,1073,i,i,14,-0.057,-0.11,-0.0028,0.54
Cc1cc(C(=O)COc2cc(F)ccc2[N+](=O)[O-])c(C)n1C1CC1,x,x,4.0,2.1,3.8,15%,-5,19,3,689,-5.8,1156,i,i,-2,-0.8,-0.27,-0.25,0.45
COc1ccc(/C=N/c2oc(C)c(C)c2C#N)c(OC)c1,0.95,1441,2.2,1.9,11,2%,5,-7,11,745,-0.7,1016,i,+,-0.2*,1.2,-0.35,0.33,0.65
O=C(N/N=C/c1cc(Br)c(O)c(Br)c1)c1cccc(C(F)(F)F)c1,-0.03,1274,2.1,2.0,13,-1%,0,11,9,653,0.5,517,i,i,4,-0.03,-0.19,0.15,-0.12
O=C(CSc1ncccc1C(=O)O)c1ccccc1F,0.13,1266,4.9,2.4,4.8,7%,1,16,36,678,-0.2,1069,i,i,0,-0.7,-0.37,-0.49,1
O=C(NNC1=Nc2ccccc2SC1)c1ccc(Cl)cc1,-1.1,1086,x,x,x,27%,x,x,6,685,1.2,1231,i,x,x,-0.43,-0.25,0.2,0.34
C=CCC(=O)NC(C)c1cnn(-c2ccccc2C)c1C (stereo not drawn),-0.18,1513,2.4,1.3,8.6,11%,3,-9,1,689,2.0,971,i,i,3,-0.042,-0.39,-0.11,1.4
CCCc1nnc(NC(=O)CC(=O)OCC)s1,1.8,1070,4.1,2.5,1.7,-6%,-11,-13,x,x,-0.3,1178,i,i,13,-0.12,-0.26,0.27,0.031
O=C(Cn1cc(SCc2cccc(Cl)c2)c2ccccc21)N1CCOCC1,0.6,1410,3.9,2.4,6.8,-53%,1,-5,26,695,-0.7,1171,i,i,3,-0.67,-0.28,-0.087,1.5
O=C(NC(=S)Nc1ccc(Br)cn1)c1cccnc1,1.2,1410,x,x,x,-22%,x,x,-3,758,-1.3,1280,i,x,x,0.34,-0.27,-0.061,0.2
c1ccc(-c2noc(CN3CCN(C(c4ccccc4)c4ccccc4)CC3)n2)cc1,0.05,1174,2.7,1.5,35,5%,75*,62*,-2,781,-0.8,1041,i,i,-2,-1,-0.3,-0.28,0.47
O=C(CSc1nc2sc3c(c2c(=O)[nH]1)CCCC3)NCCO,-0.47,1086,4.2,3.1,8.3,14%,10,-2,-3,806,4.0,1128,i,x,x,-1.1,-0.2,-0.36,0.16
CC(=O)N1CCN(S(=O)(=O)c2ccc(F)c(Cl)c2)CC1,-0.12,1316,3.5,2.0,12,11%,-2,12,16,657,-3.0,1080,i,i,3,-0.0066,-0.21,0.33,0.99
Cc1cccc(NC(=O)CCSc2ccccc2)c1C,0.74,1656,3.4,2.3,11,-32%,3,4,3,671,-2.9,1112,i,i,21,-0.18,0.059,0.15,0.34
Cn1c(=O)c2c(nc(CN3CCc4ccccc4C3)n2Cc2ccccc2)n(C)c1=O,-0.93,975,3.8,3.0,7.2,5%,2,7,-17,697,-1.7,1117,i,i,12,-0.031,-0.18,-0.093,0.65
CC12CN(NC(=O)c3ccc(Cl)cc3)C3(C#N)CC1CCC23C (stereo not drawn),-0.1,1608,2.8,1.5,0.9,-6%,19,3,-7,597,-6.6,1160,i,i,14,2.2,-0.22,2,-2.7
Cc1ccc(C(=O)COC(=O)CCC(=O)Nc2cccc(Cl)c2)cc1[N+](=O)[O-],1.9,1340,2.8,1.9,4.3,5%,2,12,x,x,-0.8,1394,i,i,-22,0.72,-0.22,0.95,-0.54
CCOC(=O)CN1C(=O)C(O)(c2c(C)[nH]c3ccccc23)c2ccccc21 (stereo not drawn),-0.29,1185,23,33,97,4%,-20,2,-8,805,-3.1,1225,x,i,5,-0.074,0.75,0.31,1.3
Cn1cc(C(=O)c2ccc(Cl)cc2Cl)cc1C(=O)N/N=C(\N)COc1ccc(F)cc1,-0.82,763,3.1,2.4,9.3,5%,14,-1,-33,749,-0.5,1172,i,i,2,-0.75,-0.14,-0.17,0.8
COc1ccc(-n2ncc(Cl)c(Cl)c2=O)cc1,-4,578,2.9,4.3,7.0,x,-7,2,-10,673,-0.3,987,i,i,60,-6.8*,2.2*,-2.6*,0.22*
Cc1ccc(C)c(NS(=O)(=O)c2ccc3[nH]c(=O)[nH]c3c2)c1,0.24,1096,x,x,x,14%,x,x,-6,623,0.9,1225,i,x,x,-0.92,-0.23,0.17,0.42

# Screening results (PubChem BioAssay)
